# Screens deposited in PubChem BioAssay by National Center for Advancing Translational Sciences (NCATS).
# a7 integrin act: activates integrin-mediated alleviation for muscular dystrophy; 350,000 tested, 0.064% active; AID 624291; alpha7betagal myoblasts, beta-gal FDG fluorescence, 48 h; Potency, µM (doses to about 38.3 µM), inactives show at the top dose activation, hits mostly activators;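 note: potency is the fitted concentration of half-maximal effect; 100% = response of the positive control SU9516; nearly all actives have a fitted effect of over 60% in size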
#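 alpha7betagal+/- myoblasts (passage 13, 250/well) treated 48 h at 37C with compounds at 1:260 dilution of DMSO stock. Lysed, then beta-galactosidase activity read as FDG fluorescence (ex 480/em 540) after 30 min, with pre-read for autofluorescence.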
# Eya2 inh: Eya2 (human) phosphatase inhibition; O00167; recombinant Eya2, OMFP fluorescence dephosphorylation (OMFP is methylfluorescein phosphate); Potency, µM (titrated, usually from 76.9 µM), without a hit: at the highest dose activity, negative = inhibition, actives largely listed as inhibitors; 330,000 tested, 0.006% active; AID 488837; note: potency is the fitted concentration of half-maximal effect; % is set by controls: 0 for no effect and ±100 for the full control effect
#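 Eya2 protein (added as 0.2 uM solution) was preincubated with compound for 10 min at ambient temperature in 50 mM HEPES pH 7.5, 50 mM NaCl, 5 uM MgCl2, 0.05% BSA, 1 mM DTT. OMFP (added at 50 uM) then reacted 10 min; fluorescence read at 485/525 nm.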
# B2AR arrestin: beta2AR (human) beta-arrestin recruitment activity; Potency, µM (highest dose often 46.1 µM), inactives show at the highest dose activation, actives largely listed as activators; 330,000 tested, 0.02% active; beta-arrestin recruitment to beta2AR, cell-based reporter;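 note: potency is the fitted concentration of half-maximal effect; 0% = DMSO controls and full agonism = EC100 isoproterenol or metaproterenol; nearly all actives have a fitted effect of over 65% in size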
# p53 reactivator: mutant p53 re-activation in reporter cells. H1299 p53-A138V BP100-luciferase reporter, luminescence, 24 h. Potency, µM (doses to about 92.2 µM), for inactives: at the top dose activity change, positive = activation, actives largely listed as activators. 320,000 tested, 0.063% active. AID 504706; note: potency is the fitted concentration of half-maximal effect; % of control where 0% means no effect; nearly all actives have a fitted effect of over 45% in size
#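 p53-null H1299 cells stably carrying temperature-sensitive p53-A138V and a BP100-luciferase reporter were pinned with compounds (4-point, 1:5 series) and held 24 hrs at 37 deg C. Luminescence was read 10 min after detection reagent.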
# TSG101-PTAP inh: blocks PTAP/TSG101 interaction to inhibit HIV-1 budding. Potency, µM (top dose mostly 115 µM), inactives show at the highest dose activity change, negative = inhibition, hits mostly inhibitors. 340,000 tested, under 10 active. Fluorescence polarization, FITC-PTAP peptide / Tsg101 binding; active = well fitted inhibition curve with a large enough effect in the main read-out, with a control signal flat, not every such curve was filed as active; inconclusive = small, poorly fitted or top-dose-only effect, or effect the other way, or a change in a side signal; inactive = no such curve, though single readings can be large or run the other way; note: potency is the fitted concentration of half-maximal effect; % of control where 0% means no effect
#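 Compounds were pin-transferred onto Tsg101 binding domain (10 uM final) in HEPES pH 7.5 buffer, then FITC-PTAP peptide was added at 50 nM final. After 20 min at RT, polarization reported peptide displacement across a qHTS concentration series.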
# BRCA1 expr up: BRCA1 expression activation | MCF7-BRCA1-FFLuc reporter, luminescence, 48 h; response scale: scaled: vehicle 0%, 10 µM genistein 100% | 380,000 tested, 1.1% active | Potency, µM (top dose mostly 46.1 µM), for the others: top-dose activation, hits mostly activators | AID 624202; note: potency is the fitted concentration of half-maximal effect; nearly all actives have a fitted effect of over 80% in size; some results filed as inactive show a strong effect at the top dose
#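 Reporter cells (MCF7, BRCA1 promoter-firefly luciferase) received library compounds across a concentration series for 48 h. End-point luminescence was measured and concentration-effect curves derived after normalization.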
# uPA generation: cell surface uPA generation inhibition. cell surface uPA generation assay, qHTS. Potency, µM (highest dose often 38.3 µM), for inactives: top-dose activity change, negative = inhibition, usual class: inhibitors. 330,000 tested, 0.31% active; active = well fitted inhibition curve with a large enough effect; inconclusive = small, poorly fitted or top-dose-only effect; inactive = no such curve, though single readings can be large or run the other way; tested in mouse RAW 264.7 cells; note: potency is the fitted concentration of half-maximal effect; % is set by controls: 0 for no effect and ±100 for the full control effect; nearly all actives have a fitted effect of over 55% in size
# USP2a block: inhibitors of human ubiquitin-specific protease USP2a. O75604. USP2 core, Ub-CHOP2 coupled fluorogenic reporter, 485/531. Potency, µM (titrated, usually from 38.3 µM), inactives show at the highest dose activity change, negative = inhibition, hits mostly inhibitors. 330,000 tested, 0.01% active. AID 463254;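 note: potency is the fitted concentration of half-maximal effect; plate controls were DMSO wells for no effect and full inhibition by NEM control for full effect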
#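 Cell-free coupled assay: 10nM USP2 core preincubated 30min RT with compound in Tris-HCl pH 8.0/CaCl2/CHAPS buffer, then 25nM Ub-CHOP2 and 25nM reporter substrate; fluorescence (Ex 485/Em 531) read after 60min RT, normalized to NEM inhibition, concentration-response curves fitted.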
# ELG1 genotox: induces genotoxicity in HEK293T cells with luciferase-tagged ELG1; HEK293T ELG1-luciferase reporter, luminescence, 16 h; Potency, µM (doses to about 46 µM), without a hit: at the top dose activity change, positive = activation, actives largely listed as activators; 330,000 tested, 1.3% active; note: potency is the fitted concentration of half-maximal effect; % of control where 0% means no effect; nearly all actives have a fitted effect of over 60% in size
#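 HEK293T cells expressing luciferase-tagged ELG1 were exposed to compound or DMSO vehicle for 16 hr at 37 °C and 5% CO2. Luciferase activity was then measured with ONE-Glo after 30 min at room temperature.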
# TRPV1 agonist: human TRPV1 agonism | Q8NER1 | TRPV1-expressing cells, Fluo-8 calcium influx, agonist mode | activation, % at 8.33 µM | 320,000 tested, 0.19% active; in the data active = activation above about 80%; inconclusive = between about 30% and that limit; note: 0% is about no effect
# Target sequence (Q8NER1 whole entry, looked up): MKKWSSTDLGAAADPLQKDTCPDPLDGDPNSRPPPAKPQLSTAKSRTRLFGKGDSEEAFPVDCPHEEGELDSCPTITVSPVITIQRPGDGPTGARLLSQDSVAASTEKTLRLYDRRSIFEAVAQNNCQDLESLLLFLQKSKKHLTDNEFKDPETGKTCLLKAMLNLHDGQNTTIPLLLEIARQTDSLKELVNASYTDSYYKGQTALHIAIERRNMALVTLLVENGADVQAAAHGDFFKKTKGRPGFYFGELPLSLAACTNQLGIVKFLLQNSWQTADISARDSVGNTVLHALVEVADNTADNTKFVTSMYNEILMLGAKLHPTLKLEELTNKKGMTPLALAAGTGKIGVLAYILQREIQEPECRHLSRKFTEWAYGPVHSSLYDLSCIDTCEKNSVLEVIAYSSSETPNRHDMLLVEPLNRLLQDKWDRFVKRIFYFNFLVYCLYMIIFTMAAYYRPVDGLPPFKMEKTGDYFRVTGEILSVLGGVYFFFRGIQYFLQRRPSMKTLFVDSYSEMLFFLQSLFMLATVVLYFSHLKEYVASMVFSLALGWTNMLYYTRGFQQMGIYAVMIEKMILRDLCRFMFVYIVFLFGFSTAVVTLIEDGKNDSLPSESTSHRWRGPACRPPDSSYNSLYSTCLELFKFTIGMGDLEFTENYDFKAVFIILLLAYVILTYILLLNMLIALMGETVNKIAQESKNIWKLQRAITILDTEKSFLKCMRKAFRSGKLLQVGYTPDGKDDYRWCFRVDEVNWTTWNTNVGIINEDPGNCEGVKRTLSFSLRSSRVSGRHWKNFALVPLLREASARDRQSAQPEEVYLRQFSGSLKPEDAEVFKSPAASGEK
#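 Fluo-8 calcium influx in TRPV1-expressing cells, kinetic read (ex 480/em 520 nm). Compound added and read 3 min for agonist activity, followed by capsaicin at EC20 final and 2 min further read for enhancement.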
# ASM inhibitor: blocks human secretory acid sphingomyelinase | P17405 | Potency, µM (doses to about 57.5 µM), for inactives: at the highest dose activity change, negative = inhibition, hits mostly inhibitors | 340,000 tested, 0.006% active | placental ASM, HMU-PC fluorogenic substrate, 60 min; note: potency is the fitted concentration of half-maximal effect
#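 HMU-PC0 cleavage (9 uM final) by human placental ASM, 60 min at 37 °C following 10 min compound exposure at RT; stopped at pH 10, fluorescence Ex 386/Em 447 nm.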
# The depositor's hits bear a star; ? = inconclusive; . = not tested or not shown; [ ] = dose if it differs, or a comment. Unless noted, calls come from the whole dose curve; as a rule, active = well fitted curve in the direction sought with a large enough effect; inconclusive = small, poorly fitted or top-dose-only effect, or another doubt; inactive = no such curve, though single readings can be large; an effect the other way counts as inactive or inconclusive.
SMILES,a7 integrin act,Eya2 inh,B2AR arrestin,p53 reactivator,TSG101-PTAP inh,BRCA1 expr up,uPA generation,USP2a block,ELG1 genotox,TRPV1 agonist,ASM inhibitor
O=c1nc(NCc2ccccc2Cl)cn[nH]1,15%,6%,0.4%,-3%,-5%,12%,-5%,4%,-7%,5,5%
CC1CN(CCN2CC(C)N(C=O)CC2C)C(C)CN1C=O (configuration not stated),2%,.,.,.,0%,-2%,3%,.,.,.,0%
CCCCCCCCCCCCN1[C@@H](CC(=O)OC)c2cc(F)cc(F)c2S1(=O)=O,5%,.,.,.,?,0%,10%,.,.,.,-2%
O=[N+]([O-])c1cccnc1Sc1n[nH]c(-c2ccc(Cl)cc2)n1,-5%,?,-0.9%,7%,-2%,?,-3%,-2%,-6%,.,3%
c1ccc2c(OCCCCN3CCOCC3)cccc2c1,-11%,-24%,-0.7%,-7%,-2%,17%,1%,0%,1%,8,-2%
CCOC(=O)C(NC(C)=O)(Nc1ccc(S(=O)(=O)Nc2nccs2)cc1)C(F)(F)F (configuration not stated),21%,-21%,0.2%,-4%,0%,2%,4%,5%,-8%,3,5%
c1ccc2c(Nc3nc(N4CCOCC4)c4ccccc4n3)cccc2c1,-4%,-6%,?,-1%,-10%,-69%,12%,0%,-3%,6,8%
CCOC(=O)C1CCCN(Cc2cc(OC)c(O)c(OC)c2)C1 (configuration not stated),3%,-7%,-0.3%,-1%,-4%,-1%,.,-1%,3%,1,5%
Cc1cc(=O)oc(C)c1C(=O)Nc1cccc(F)c1,-19%,-28%,0.0%,-2%,-6%,-13%,5%,-2%,-2%,0,-2%
COc1ccccc1NC(=O)N(Cc1ccccc1)C1=NCC(C)S1 (configuration not stated),18%,-11%,-0.6%,35%,-3%,26%[1.84 µM],2%,1%,1%,5,1%
COc1ccc(CN2C(=O)CN(C3CCCCCC3)C(=O)C2c2ccc(F)cc2)cc1 (configuration not stated),-9%,0%,0.1%,2%,-7%,-31%,.,-1%,-4%,21,-3%
N#Cc1c2n(c3c(=S)nc[nH]c13)CCCCC2,-6%,9%,-0.5%,-11%,-5%,-25%,14%,2%,-1%,-10,5%
Cc1ccccc1-n1nnnc1SCC(C)C,5%,-1%,-0.3%,-1%,-2%,4%,1%,-7%,-5%,16,5%
Cc1ccc(CSc2nnc3nc(C)cc(C)n23)cc1,1%,4%,0.1%,-5%,-3%,1%,-1%,3%,7%,-5,-1%
CCC(=O)Nc1cccc(C(=O)/C=C/c2cccs2)c1,-24%,2%,-0.7%,13%,-3%,32%,?,6%,12%,9,-6%
COc1ccc(CNC(=O)CC2(CC(=O)O)CCCCC2)cc1,3%,-26%,-0.9%,-2%,0%,-10%,-27%,2%,0%,6,1%
CCCCCCCCCn1ccc(=N)cc1,-32%,-6%,0.0%,-9%,1%,-71%,-16%,-1%,-17%,5,-1%
Cc1cc2nc(CCN(C(=S)NCC(C)C)C3CCCC3)[nH]c2cc1C,-19%,3%,0.2%,1%,-11%,-85%[inhibitor],?,-2%,-13%,-6,-1%
Cc1noc(NS(=O)(=O)c2ccc(N/C=C\C(=O)c3ccc(Br)cc3)cc2)c1C,0%,7%,0.1%,5%,-10%,16%,-23%,-4%,1%,16,16%
Cn1c(=O)c2c(nc(N/N=C/c3cccnc3)n2Cc2ccc(F)cc2)n(C)c1=O,-7%,-23%,0.7%,-2%,-1%,-12%,2%,-1%,1%,0,2%

# In a second layout: three of the compounds above.
SMILES	a7 integrin act	Eya2 inh	B2AR arrestin	p53 reactivator	TSG101-PTAP inh	BRCA1 expr up	uPA generation	USP2a block	ELG1 genotox	TRPV1 agonist	ASM inhibitor
N#Cc1c2n(c3c(=S)nc[nH]c13)CCCCC2	-6%	9%	-0.5%	-11%	-5%	-25%	14%	2%	-1%	-10	5%
Cc1ccccc1-n1nnnc1SCC(C)C	5%	-1%	-0.3%	-1%	-2%	4%	1%	-7%	-5%	16	5%
Cc1ccc(CSc2nnc3nc(C)cc(C)n23)cc1	1%	4%	0.1%	-5%	-3%	1%	-1%	3%	7%	-5	-1%

# Structural class, the compounds so far with an aryl thioether with sulfur outside any ring
SMILES,a7 integrin act,Eya2 inh,B2AR arrestin,p53 reactivator,TSG101-PTAP inh,BRCA1 expr up,uPA generation,USP2a block,ELG1 genotox,TRPV1 agonist,ASM inhibitor
O=[N+]([O-])c1cccnc1Sc1n[nH]c(-c2ccc(Cl)cc2)n1,-5%,?,-0.9%,7%,-2%,?,-3%,-2%,-6%,.,3%
Cc1ccccc1-n1nnnc1SCC(C)C,5%,-1%,-0.3%,-1%,-2%,4%,1%,-7%,-5%,16,5%
Cc1ccc(CSc2nnc3nc(C)cc(C)n23)cc1,1%,4%,0.1%,-5%,-3%,1%,-1%,3%,7%,-5,-1%

# Already shown: 2 of the compounds above.
SMILES,a7 integrin act,Eya2 inh,B2AR arrestin,p53 reactivator,TSG101-PTAP inh,BRCA1 expr up,uPA generation,USP2a block,ELG1 genotox,TRPV1 agonist,ASM inhibitor
CCCCCCCCCn1ccc(=N)cc1,-32%,-6%,0.0%,-9%,1%,-71%,-16%,-1%,-17%,5,-1%
Cc1cc2nc(CCN(C(=S)NCC(C)C)C3CCCC3)[nH]c2cc1C,-19%,3%,0.2%,1%,-11%,-85%[inhibitor],?,-2%,-13%,-6,-1%

# (cont.)
SMILES,a7 integrin act,Eya2 inh,B2AR arrestin,p53 reactivator,TSG101-PTAP inh,BRCA1 expr up,uPA generation,USP2a block,ELG1 genotox,TRPV1 agonist,ASM inhibitor
O=C(c1cc(C(=O)N2CCN(c3ccc(F)cc3)CC2)cc([N+](=O)[O-])c1)N1CCN(c2ccc(F)cc2)CC1,2%,-5%,-0.4%,.,2%,-57%,-8%,1%,-10%,-1,-1%
CS(=O)(=O)n1nc(-c2ccc(Cl)cc2)nc1SCc1ccccc1,28%,-15%,-0.1%,?,-6%,41%,.,-2%,15µM*,6,-1%
COc1cccc(/C=N/NC(=O)CNC(=O)C2COc3ccccc3O2)c1O (configuration not stated),-36%,0%,0.3%,?,-9%,-64%,?,-1%,13%,-1,22%
CCOc1ccc(CN(C(=O)c2cc3ccccc3oc2=O)C2CCS(=O)(=O)C2)cc1 (configuration not stated),-14%,-24%,0.3%,13%,0%,7%,-2%,2%,?,-1,-3%
COC(=O)c1cc(NC(=O)Nc2cc(OC)ccc2OC)cc(C(=O)OC)c1,-7%,13%,0.1%,-3%,-3%,0%[1.84 µM],-3%,-1%,-11%,5,-1%
Cc1ccc(S(=O)(=O)N2[C@@H](c3ccccc3)C(C(=O)O)=CC[C@H]2c2ccc(C(C)C)cc2)cc1,-17%,11%,-2.5%,8%,-4%,0%,-10%,0%,-1%,-3,-17%
CCOc1ccc(COC(=O)C2CC(=O)N(CCc3ccccc3)C2)cc1OC (configuration not stated),8%,-3%,-0.3%,-2%,-6%,-4%,-11%,-1%,1%,11,1%
COc1cc(NC(=S)N2CCOCC2)c(OC)cc1Cl,1%,-4%,3.8%,3%,0%,18%,-5%,2%,-2%,-5,4%
Cc1ccc(C(=O)NCC(=O)Nc2ccc3c(c2)CCC3)cc1C,15%,-6%,-1.5%,12%,-6%,12%,0%,1%,6%,20,4%
CC(C)CN(C(=O)c1ccc(=O)n(C)n1)c1nc2ccccc2s1,1%,-18%,-0.4%,1%,-3%,56%,2%,-6%,4%,-5,0%
N#Cc1c(-c2ccc(Br)cc2)nc2n(c1=O)CCCS2,7%,-4%,0.0%,1%,-3%,6%,.,3%,10%,-2,-9%
CC(NC(=O)C1CCN(S(=O)(=O)c2cc([N+](=O)[O-])ccc2Cl)CC1)c1ccccc1 (configuration not stated),0%,-11%,-0.6%,17%,-1%,2%,-1%,1%,-1%,?,-3%
Cc1cc(NC(=O)c2ccc(C#N)cc2)n(-c2ccccc2)n1,7%,8%,-0.2%,-6%,-11%,-10%,-6%,2%,-11%,-5,-2%

# Rows are unselected; 2.6% or so of the library scored in one or more.
